# TDP1 cell CPT: growth inhibition of DT40 Tdp1-/-;hTDP1 cells with camptothecin (screen for TDP1 inhibitors) | chicken DT40 Tdp1-/-;hTDP1 cells + 20 nM CPT, ATP luminescence, 48 h | Potency, µM (series often up to 46.2 µM), for inactives: top-dose activity change, negative = growth inhibition, actives largely listed as inhibitors | 420,000 tested, 12% active | AID 686979; further: nearly all actives have a fitted effect of over 55% in size
#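 Chicken DT40 Tdp1-/- cells complemented with human TDP1, 400 cells/well, exposed to compounds plus 20 nM camptothecin for at least 48 h at 37 C; viability read as ATP content by CellTiter-Glo luminescence.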
# FEN1 inh: inhibitors of human flap endonuclease 1; Potency, µM (series often up to 114 µM), without a hit: top-dose activity change, negative = inhibition, usual class: inhibitors; 390,000 tested, 0.35% active; Recombinant FEN1 flap cleavage, fluorescence, 15 min; AID 588795; further: nearly all actives have a fitted effect of over 65% in size
# Target sequence (P39748 whole entry, looked up): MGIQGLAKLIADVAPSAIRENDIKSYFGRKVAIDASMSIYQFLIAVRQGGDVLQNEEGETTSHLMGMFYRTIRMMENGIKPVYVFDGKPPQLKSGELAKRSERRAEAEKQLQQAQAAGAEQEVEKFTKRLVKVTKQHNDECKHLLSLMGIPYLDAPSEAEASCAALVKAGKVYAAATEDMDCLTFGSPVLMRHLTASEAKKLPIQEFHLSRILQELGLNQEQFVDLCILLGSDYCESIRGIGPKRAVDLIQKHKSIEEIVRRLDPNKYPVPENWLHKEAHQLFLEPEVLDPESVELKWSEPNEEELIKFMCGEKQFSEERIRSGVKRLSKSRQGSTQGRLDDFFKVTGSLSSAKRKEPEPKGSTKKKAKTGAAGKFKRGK
#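 Quantitative HTS format: each compound was titrated, incubated with 10 nM nuclease for 15 min at room temperature, then challenged with flap substrate at 50 nM final. Signal change over 15 min gave concentration–effect curves.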
# N370S GC mod: N370S glucocerebrosidase modulation, Gaucher chaperone candidate; N370S GC spleen homogenate, 4MU-glucoside fluorescence; Potency, µM (top dose mostly 59.4 µM), for inactives: at the highest dose activity change, negative = inhibition, most hits filed as inhibitors; 330,000 tested, 0.092% active; AID 2101;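 further: 0% = full enzyme activity and -100% = no enzyme basal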
# * = called active by the depositor; ? = inconclusive; . = no result given; & = joins results of further samples; [ ] = dose if it differs, or a comment. The call rests on the fitted dose curve; in most records, active means well fitted curve in the direction sought with a large enough effect; inconclusive means small, poorly fitted or top-dose-only effect, or another doubt; inactive means no such curve, though single readings can be large; an effect the other way counts as inactive or inconclusive. Unless noted, on the % scale 0 is the no-effect control and ±100 the full control effect; potency means the concentration at half of the fitted maximal effect. Some of the compounds tested. The share of hits here may be higher or lower than overall.
Molecule | N370S GC mod | FEN1 inh | TDP1 cell CPT
COc1ccc(NC(=O)CCN2C(=O)C3C4C=CC(C4)C3C2=O)cc1 (stereo unspecified) | 6% | 1% | 11%
CCOC(=O)c1ccc(CN(Cc2ccc(C)cc2)S(=O)(=O)c2ccc(F)c(C(=O)Nc3ccc(C)c(F)c3)c2)cc1 | . | 15% | -6%
Brc1ccc2c(c1)OCCOCCOCCOCCOCCOCCO2 | -3% | -3% | ?
COc1cc(OC)c2cc(-c3ccncc3)cnc2c1 | 13% | . | 24µM*
Cn1c(=O)c2c(nc(NCc3ccc4c(c3)OCO4)n2Cc2ccc(F)cc2)n(C)c1=O | . | -23% | 9.2µM*
COc1ccccc1-n1c(SCC(=O)Nc2cccc(S(N)(=O)=O)c2)nc2ccccc2c1=O | 12% | -15% | 2%
CCC(CO)N=C1CC(C)(C)CC(=O)/C1=C(/O)CCCN1C(=O)c2ccccc2C1=O (stereo unspecified) | -4% | 19% | -8%
Cc1nc(S(=O)(=O)c2ccc(Cl)cc2)c(NCc2ccccc2)o1 | 0% | -9% | ?
COC(=O)C1N2C(=O)[C@@H](NC(=O)COc3ccccc3)[C@H]2SC1(C)C (stereo partly specified) | . | 3%&-5% | -1%&-8%
O=C(O)C1CCCCN1C(=O)c1ccc(S(=O)(=O)N2CCCC2)cc1 (stereo unspecified) | -5% | -7% | -1%
COc1ccc(NS(=O)(=O)c2ccc(OCC(=O)N3CCOCC3)cc2)cc1 | 27% | -2% | -27%
Fc1cccc(Cn2cc(C(=S)N3CCCCC3)c3ccccc32)c1 | 12% | -5% | ?
Cc1cc(NC(=O)CSc2nc3c(C)cccc3cc2C#N)no1 | 0% | -4% | ?
Cn1c(NCc2ccccc2)nc2c1c(=O)n(Cc1ccccc1)c(=O)n2C | 18% | -23% | -17%
O=C(O)c1ccc(N2C(=O)c3[nH]nc(-c4ccccc4)c3C2c2ccccc2)cc1 (stereo unspecified) | 8% | 10% | 0%
O=C(/C=C/c1cn(-c2ccccc2)nc1-c1cccnc1)NCCN1CCOCC1 | -11% | -4% | -25%
CCOc1ccc(-n2c(=O)c3sccc3n(CC(=O)NC3CCCCC3)c2=O)cc1 | 3% | 5% | -2%
CC1(C)CC(=O)C2=C(C1)Oc1ncn(Cc3ccco3)c(=N)c1C2c1ccccc1 (stereo unspecified) | ? | -11% | -19%
COC(=O)c1nn(-c2ccccc2)c2nnc(Cc3ccc(C)cc3)c(=O)n12 | 21% | 5% | 1%
Cc1ccnc(NC(=O)COc2ccc3oc4c(c3c2)CCCC4)c1 | 17% | -13% | ?
Cc1ccc(C)c(N2CCN(C(=O)CCc3nc(-c4ccccc4C(F)(F)F)no3)CC2)c1 | . | -15% | ?
CC(C)C(=O)NS(=O)(=O)c1ccc(N)cc1 | 2% | -3% | 2%
Oc1oc(C=Nc2ccc(F)cc2F)c2ccccc12 | -3% | -5% | -20%
Cc1ccc(NC(=O)C2CCCN2S(=O)(=O)c2ccc3nc(-c4ccccc4)[nH]c3c2)cc1C (stereo unspecified) | . | -4% | ?
CC1(C)Cc2nc3[nH]c(=S)n(-c4ccccc4)c(=O)c3cc2CO1 | . | -2% | 4%
CCN(CC)S(=O)(=O)c1ccc(N2CCCC2)c(NS(=O)(=O)c2ccccc2)c1 | 10% | 5% | 23µM*
CCOc1ccc(/C=C2\SC(=S)N(CC(=O)NCCCN3CCOCC3)C2=O)cc1 | -20% | -3% | 4%
COc1cccc(-c2nnc(SCC(=O)Nc3cc(C)on3)n2C)c1 | 14% | -1% | 12%
COc1ccc(NC(=O)COC(=O)CNS(=O)(=O)c2ccccc2)cc1OC | -6% | 2% | 4%
COC(=O)c1sc2nc(C)nc(SCC(=O)Nc3sccc3C(N)=O)c2c1C | . | -3% | 18µM*
O=C(Nc1cccc(C(F)(F)F)c1)NC1CCN(S(=O)(=O)c2ccc(F)cc2)CC1 | -19% | 8% | ?
O=C1C2C3C=CC(C4CC34)C2C(=O)N1/N=C/c1ccc(-c2ccccc2[N+](=O)[O-])o1 (stereo unspecified) | -1% | 1% | ?
Cc1ccc2nc(N3CCN(c4ccccc4)CC3)c3nnnn3c2c1 | . | 2% | -22%
CCN1CCN(c2ccc(S(=O)(=O)N3CCCCC3)cc2NC(=O)CC(C)c2ccccc2)CC1 (stereo unspecified) | -5% | -11% | ?
CCCOC(=O)c1ccc(NC(=O)Cc2cccs2)cc1 | -9% | -2% | -9%
Cn1c(=O)c2c(SCC(=O)N3CCCc4ccccc43)nc(CC(C)(C)C)nc2n(C)c1=O | 5% | -7% | ?
CCCC[n+]1ccn(-c2nc3ccccc3nc2[N-]S(=O)(=O)c2ccc(Br)cc2)c1 | 9% | 0% | 23%
CCN(CC(=O)Nc1c(F)cccc1F)C(=O)Cc1csc(-c2ccccc2)n1 | -16% | 1% | -26%
CCN(Cc1cc2ccccc2[nH]c1=O)C(=O)c1cccc([N+](=O)[O-])c1 | -3% | -14% | -12%
CCSc1nc2ccccc2n1Cc1ccccc1F | 5% | -16% | -23%
N#C/C(=C\c1ccc(Cl)s1)C(=O)N1CCN(c2ccccc2)CC1 | 7% | 4% | 1%
CCOc1cc(N2CCOCC2)c(OCC)cc1NC(=O)c1ccc(OC(C)C)cc1 | 7% | 8% | ?
C/C(N)=C(/C#N)C(=O)COC(=O)C(c1ccccc1)c1ccccc1 | 2% | 3% | ?
Cc1nc(CS(=O)c2ccc(Cl)cc2)cc(N2CCOCC2)n1 (stereo unspecified) | 6% | -1% | -13%
COc1ccc(/C=C/C(=O)NCC(=O)N/N=C(/C)c2ccc(Cl)cc2)cc1 | -2% | -17% | -1%
O=S1(=O)CCO[C@H]2Cc3ccccc3[C@H]2N1Cc1cccc(C(F)(F)F)c1 | 7% | -33%&-10% | ?
O=C(c1ccccc1)[C@H]1CC=CC[C@H]1C(=O)O | 4% | -1% | -13%
CCc1cccc(C)c1NC(=O)CN(C)S(=O)(=O)c1ccc(-c2ccc(=O)[nH]n2)s1 | -6% | -6% | -5%
CC1=NN(c2ccc(Br)cc2)C(=O)/C1=C/c1ccc(-c2ccccc2C(=O)O)o1 | -2% | ? | -16%
COC(=O)c1ccc(NC(=O)COc2ccccc2OC)cc1 | 4% | -1% | -3%
Cn1cc(S(=O)(=O)NC[C@H]2O[C@@H](n3cnc4c(N)ncnc43)[C@H](O)[C@@H]2O)cn1 | . | 11% | 2%
O=C(Nc1ccc(F)cc1)c1cc(-c2ccccn2)nc2c(Cl)cccc12 | -6% | 13% | ?
O=C1CCCN1CCCNc1nc2c(S(=O)(=O)c3ccc(Br)cc3)nnn2c2ccccc12 | 7% | -9% | ?
O=C(Nc1nnc(-c2ccccc2)s1)c1cccc(S(=O)(=O)N2CCOCC2)c1 | -6% | 1% | -18%
CC12CCC(C(=O)NCCCN3CCOCC3)(C(Br)C1=O)C2(C)C (stereo unspecified) | -9% | 1% | 18%
COc1ccc(N2CC(C(=O)Nc3c4c(nn3-c3ccc(OC)cc3)CS(=O)(=O)C4)CC2=O)cc1 (stereo unspecified) | -2% | 35% | -2%
COC(=O)c1ccc(NC(=S)N2CCN(C(=O)c3ccco3)CC2)cc1 | 2% | 3% | -7%
O=C(OCC(=O)c1ccccc1Br)c1ccccn1 | -4% | -14% | -15%
Cc1nc(C)c(-c2ccn(S(=O)(=O)c3ccc(Cl)cc3)n2)o1 | -10% | -5% | 9%
Cc1oc(-c2ccccc2)nc1C(=O)OCC(=O)NCc1ccccc1 | . | 10% | -20%

# (cont.)
Molecule | N370S GC mod | FEN1 inh | TDP1 cell CPT
O=C(NCCCCCNC(=O)c1cccnc1)c1cccnc1 | 2% | 8% | -3%
COCCN(CCOC)C(=O)c1cc2sc3ccccc3c2s1 | 0% | 1% | ?
O=C(CCc1ccc(S(=O)(=O)N2CCOCC2)cc1)Nc1c(F)cccc1F | . | -5% | -17%
C=CCOc1ccccc1CN1CCC(Oc2ccc(C(=O)N3CCCC3)cc2)CC1 | 2% | -7% | ?
O=C(NCc1cccnc1)NC(=O)c1ccc(Cl)cc1 | 4% | -5% | ?
O=C1C(=O)N(CCCN2CCOCC2)C(c2ccc(F)cc2)/C1=C(/O)c1ccccc1 (stereo unspecified) | -7% | 6% | 4%
CCOc1ccccc1NC(=S)NCc1ccccc1 | 2% | 4% | 10µM*
O=C(NCCCN1CCCCCC1)c1ccc2c(c1)NC(=O)C(N1CCOCC1)S2 (stereo unspecified) | -3% | 2% | 3%
COc1ccc(CCNC(=O)COC(=O)c2cc(=O)[nH]c3ccccc23)cc1 | . | 6% | -16%
CC1=C(c2ccccc2)[N+](=O)C2(CCCCC2)N1[O-] | 4% | 7% | 6%
NNC(=O)c1cncn1-c1ccc(F)cc1 | 2% | -4% | 10%
COc1ccc(S(=O)(=O)NCc2ccccn2)cc1NC(=O)c1ccc(C)cc1 | 0% | -3% | 7.3µM*
N/C(=N\OC(=O)c1ccc2c(c1)OCO2)c1cccc([N+](=O)[O-])c1 | 3% | 12% | -7%
Cc1nc(-c2cc(-c3nc(-c4cc(C(F)(F)F)cc(C(F)(F)F)c4)no3)no2)cs1 | 7% | -7% | ?
CN(C)C(CNC(=O)c1cccc(S(=O)(=O)N2CC3(C)CC2CC(C)(C)C3)c1)c1ccco1 (stereo unspecified) | -16% | -4% | ?
C[C@H]1CN=C(N(C)C)N1CCc1cccc(F)c1 | -5% | -8% | 3%
Nn1c(SCC(=O)N2CCCc3ccccc32)nnc1-c1ccccc1 | 4% | 1% | 10%
C=CCn1c(COc2ccc(OC)cc2)nnc1SC(C)C(=O)NC1CC1 (stereo unspecified) | . | -7% | -19%
CC(C)NC(=O)Cn1cnc2c(cnn2-c2ccc(F)cc2)c1=O | -4% | -15% | 0%
Nc1c(S(=O)(=O)c2cc(Cl)ccc2Cl)c2nc3ccccc3nc2n1CCN1CCOCC1 | -5% | -23% | -22%

# Not a retest: an excerpt of the list.
Molecule | N370S GC mod | FEN1 inh | TDP1 cell CPT
CC(C)NC(=O)Cn1cnc2c(cnn2-c2ccc(F)cc2)c1=O | -4% | -15% | 0%
Nc1c(S(=O)(=O)c2cc(Cl)ccc2Cl)c2nc3ccccc3nc2n1CCN1CCOCC1 | -5% | -23% | -22%

# (listing goes on)
Molecule | N370S GC mod | FEN1 inh | TDP1 cell CPT
O=c1oc2ccccc2cc1-c1csc(Nc2ccc(O)cc2)n1 | -17% | -9% | 9.2µM*
CCn1c(CNC(=O)C23CC4CC(CC(C4)C2)C3)nnc1SCC(=O)Nc1ccc(F)cc1 | . | 3% | ?
C/C(=C\c1ccccc1)CN1CCN(c2cccc(Cl)c2)CC1 | -1% | -14% | -2%
O=C(O)c1ccc(CSc2nnc(COc3ccc(Cl)cc3Cl)o2)cc1 | -9% | -7% | 30%[activator]
C=CCN(C(=O)c1csnn1)C(C(=O)NC1CCCCC1)c1ccc(Cl)cc1 (stereo unspecified) | -12% | -1% | ?
O=C(C[N+]1(CCc2ccccc2)CCOCC1)c1cccc([N+](=O)[O-])c1 | . | -1% | -4%
COc1cc(OC)c(OC)cc1/C=C1/C(=O)N=C(N)N1C | -9% | 14% | ?
Cc1ccc(C)c(NC(=O)CSc2nnc(-c3ccncc3)n2N)c1 | -24% | -6% | -11%
O=C(Nc1cccc(S(=O)(=O)NC2=NCCC2)c1)c1cc(-c2ccco2)nc2ccccc12 | 10% | ? | -29%
COc1cc(OC)c(C(=O)N/N=C/c2ccoc2)cc1OC | -2% | 12% | -9%
Cc1nnc2c3ccccc3c(-c3cccc4ccccc34)nn12 | 8% | -3% | -28%
Oc1ccc(Cl)cc1C(C#Cc1ccccc1)N1CCOCC1 (stereo unspecified) | -3% | -5% | -5%
Cn1c(=O)n(Cc2ccc(Br)cc2)c2ccccc21 | 6% | 1% | ?
Cc1ccc(O)c(C(=O)c2cnn(C(=O)Cc3csc(C)n3)c2)c1 | -6% | 0% | ?
COc1ccc(OCC(=O)Nc2ccc3oc(=O)ccc3c2)cc1 | 4% | 2% | -25%
CN(Cc1ccccc1)C(=O)c1cn(C)c2ccc(S(=O)(=O)N3CCCCC3)cc2c1=O | . | -16% | -1%
CC1=C(C#N)C(=O)NC(C)(C)C1 | 16% | -2% | 3%
CN(C(=O)c1cccc(S(=O)(=O)N2CCOCC2)c1)c1c(N)n(Cc2ccccc2)c(=O)[nH]c1=O | . | 8% | -1%
CCOC(=O)C1=C(C)OC(N)=C(C#N)C1c1cccc(C)c1 (stereo unspecified) | 0% | 1% | 0%
COc1ccc(C(=O)C2CCCN(Cc3ccc(Sc4nncn4C)o3)C2)cc1F (stereo unspecified) | 13% | -2% | -2%

# 3 compounds already listed, sorted by heavy-atom count, low to high:
Molecule | N370S GC mod | FEN1 inh | TDP1 cell CPT
CC1=C(C#N)C(=O)NC(C)(C)C1 | 16% | -2% | 3%
C/C(=C\c1ccccc1)CN1CCN(c2cccc(Cl)c2)CC1 | -1% | -14% | -2%
O=C(C[N+]1(CCc2ccccc2)CCOCC1)c1cccc([N+](=O)[O-])c1 | . | -1% | -4%
